From PubChem BioAssay
Tn7 DDE FP – inhibitors of Tn7 peptide binding to human fibrin DD(E); P02675; FP displacement of FITC-Tn7 peptide from fibrin DD(E); 0% = median of compound wells per plate; inhibition, % at 8.3 µM; 0.13% of 370,000 active; AID 720508;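 active means inhibition above the mean of compounds falling within the control limits plus 3 SD of them, cut at about 14% in these data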;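 further: 0% = plate median of compound wells and 100% = 10 µM Aha-Tn7 peptide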
Target sequence (P02675 whole entry, looked up): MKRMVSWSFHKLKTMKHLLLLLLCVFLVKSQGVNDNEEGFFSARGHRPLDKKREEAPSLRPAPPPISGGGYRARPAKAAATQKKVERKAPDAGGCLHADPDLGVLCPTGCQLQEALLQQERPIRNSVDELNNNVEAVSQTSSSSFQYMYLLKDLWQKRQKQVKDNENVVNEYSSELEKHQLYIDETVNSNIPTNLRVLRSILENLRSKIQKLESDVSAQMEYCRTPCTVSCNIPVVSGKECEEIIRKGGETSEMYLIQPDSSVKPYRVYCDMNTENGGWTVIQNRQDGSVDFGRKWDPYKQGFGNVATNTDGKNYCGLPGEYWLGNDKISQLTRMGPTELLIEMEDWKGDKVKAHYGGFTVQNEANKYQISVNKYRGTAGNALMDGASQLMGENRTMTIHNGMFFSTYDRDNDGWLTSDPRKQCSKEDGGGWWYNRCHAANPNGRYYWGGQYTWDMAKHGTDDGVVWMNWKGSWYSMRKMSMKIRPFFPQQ
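System: human fibrin DD(E); quantity: Fibrin-DD(E) at 2 µM final; also added: fluorescent Tn7 probe at 0.1 µM; compound dosing: single nominal test concentration of 8.3 µM per compound; schedule: 10 min preincubation, 3 h with tracer, room temperature; detection: fluorescence polarization of the labelled Tn7 tracer; repeats: one replicate per compound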
DDE Tn6 FP inh – DD(E)-Tn6 binding inhibition, primary FP screen | AID 720509 | inhibition, % at 8.3 µM | 0.21% of 370,000 active | Fibrin DD(E) TRITC-Tn6 fluorescence polarization displacement;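 active means inhibition above a per-campaign cutoff: mean of compounds within control limits plus 3 SD, cut at about 15% in these data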;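 further: 0% = median of all compound wells on the plate and 100% = blocking peptide control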
ASAP1 inh – blocks human ASAP1-stimulated Arf1 GTP hydrolysis. inhibition, % at 16.5 µM. Q9ULH1. AID 624377. GDP FP detection. 0.19% of 360,000 active; in the data active means inhibition above about 25%;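 further: 0% = vehicle with enzyme and substrate and 100% = no enzyme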
HGIII-sPLA2 inh – Inhibits HGIII-sPLA2 liposome hydrolysis, primary screen | inhibition, % at 12.2 µM | QFRET BODIPY PC-A2 liposome hydrolysis, fluorescence | 0.56% of 370,000 active | AID 743126 | Q9NZ20;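 active means inhibition above mean plus 3 SD of compounds lying within the high and low control bounds, cut at about 19% in these data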;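 further: 0% = median of test compound wells and 100% = no enzyme DMSO wells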
Target sequence (Q9NZ20 whole entry, looked up): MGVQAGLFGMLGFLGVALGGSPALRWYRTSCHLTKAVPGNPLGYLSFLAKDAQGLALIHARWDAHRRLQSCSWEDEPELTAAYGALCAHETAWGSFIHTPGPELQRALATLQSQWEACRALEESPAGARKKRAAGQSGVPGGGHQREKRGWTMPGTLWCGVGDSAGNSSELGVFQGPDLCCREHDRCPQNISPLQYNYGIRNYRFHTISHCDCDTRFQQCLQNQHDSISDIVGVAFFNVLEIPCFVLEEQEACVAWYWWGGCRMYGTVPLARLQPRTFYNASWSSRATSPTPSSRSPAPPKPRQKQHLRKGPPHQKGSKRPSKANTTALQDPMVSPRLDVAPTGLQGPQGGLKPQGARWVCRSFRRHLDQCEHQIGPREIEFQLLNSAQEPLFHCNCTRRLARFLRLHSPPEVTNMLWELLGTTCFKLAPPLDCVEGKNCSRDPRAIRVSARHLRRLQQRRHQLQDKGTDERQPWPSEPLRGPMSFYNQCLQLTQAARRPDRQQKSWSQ
ARFGAP1 inhibitor – inhibits rat ARF GTPase activating protein 1; Arfgap1-stimulated ARF1 GTP hydrolysis, GDP FP detection; Q62848; 0.26% of 360,000 active; inhibition, % at 16.5 µM;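 active means inhibition above a per-plate limit, mean inhibition of low control wells plus 3 SD, cut at about 25% in these data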;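 further: 0% = DMSO wells with enzyme and 100% = wells lacking Arfgap1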
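Replicates: Single well per compound | Assay system: Truncated rat Arfgap1 GAP domain | Control set: No-Arfgap1 wells (100%) versus DMSO full-reaction wells (0%) | Times: Enzyme reaction 120 min at 25 °C after 20 min preincubation | Reagent: Human ARF1(Δ1-17)-GTP substrate | Measured by: Tracer-displacement fluorescence polarization with EDTA stop, 620/688 nm | Measure: Percent inhibition of Arfgap1-stimulated GTP hydrolysis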
NR1D1 modulator – Rev-erb alpha (human) modulation | P20393 | Rev-erbα–FITC-DNA binding, fluorescence polarization, 90 min | activity, % at 10 µM | 0.79% of 370,000 active;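 active means activity above about 14%, limit read from the data; passing the limit was not always enough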;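 further: 0% = DMSO wells with 35 nM protein and 100% = DMSO wells with 750 nM protein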
KLK7 zymogen act – activators of human kallikrein-7 zymogen; P49862; purified proKLK7, EDANS-DABCYL substrate fluorescence; 100% is mature enzyme control, 0% vehicle; activation, % at 7 µM; 0.9% of 370,000 active; AID 652039;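 active means activation above the mean of all tested compounds plus 3 SD, computed per campaign excluding outliers beyond control limits, cut at about 13% in these data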
PLCg1 inh – inhibitors of human phospholipase C gamma1; P19174; inhibition, % at 12.2 µM; AID 720700; 0.84% of 370,000 active; purified PLC-gamma1, fluorogenic substrate, fluorescence; in the data active means inhibition above about 9.5%
UHRF1 binding – blocks human UHRF1 binding to methylated DNA. UHRF1 binding to methylated oligo, TR-FRET. 0.75% of 370,000 active. Q96T88. inhibition, % at 4.4 µM. AID 687016; in the data active means inhibition above about 21%;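 further: UHRF1 SRA domain binding a hemimethylated CpG hairpin DNA probe; 0% = median of test compound wells and 100% = reference inhibitor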
PLC-beta3 inh – blocks human PLC-beta3 enzyme activity. Purified PLC-beta3, fluorogenic substrate, fluorescence. inhibition, % at 12.2 µM. 0.18% of 370,000 active. AID 720704; in the data active means inhibition above about 11%;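 further: 0% = median of compound wells on plate and 100% = full blocker control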
The depositor's hits bear a star; i = inactive.

SMILES	Tn7 DDE FP	DDE Tn6 FP inh	ASAP1 inh	HGIII-sPLA2 inh	ARFGAP1 inhibitor	NR1D1 modulator	KLK7 zymogen act	PLCg1 inh	UHRF1 binding	PLC-beta3 inh
COc1ccc(CN(CC(=O)NCC2CCCO2)C(=O)CCC(=O)Nc2cc(C)ccn2)cc1 (configuration not stated)	0	-1	10	3	-4	-6	0.3	-4	1	2
C#CCN(C(=O)c1ccc(OC)c(OC2CCN(C(C)C)CC2)c1)C1CCCCC1	-3	-1	-1	-4	11	5	-0.1	0	-1	-1
CCOc1ccc(N(C)C(=O)CCc2nnc3ccc(N4CCC5(CC4)OCCO5)nn23)cc1	-7	-5	-10	2	-3	-7	0.4	1	0	-4
CC(C)c1ccccc1OCCCCCNCCO	6	-5	-11	2	18	-1	-0.5	-1	1	-4
CCOc1ccc2ccccc2c1/C=N\NC(=O)OC	-7	-2	-10	-1	-5	-2	0.5	7	3	4
C[C@H]1CN=C(Nc2ccccc2)N1CCC1CCCCC1	-5	2	7	6	8	-3	-0.5	3	1	3
CC(C)N1CCC1(C)C(=O)Nc1nccc2cccnc12 (configuration not stated)	-1	-4	-7	6	0	-3	2.9	-79	3	-99
C[C@H](CO)N1C[C@H](C)[C@@H](CN(C)C(=O)NC2CCCC2)Oc2cc(Br)ccc2S1(=O)=O	-5	-1	13	2	-8	-3	0.4	4	3	3
CC(C)NC(=S)N=Nc1c(O)[nH]c2ccc(C(C)C)cc12	4	-2	-8	5	6	5	0.2	5	-4	4
Nc1nc(Nc2ccccc2F)nc(NCCO)c1[N+](=O)[O-]	3	3	-1	7	-1	-3	-0.2	1	1	-4
CCCC(=O)OCC(=O)Nc1cc([N+](=O)[O-])ccc1OC	5	2	-6	5	6	0	-0.4	-2	5	-1
COc1ccc(C(CNC(=O)COc2ccccc2C)N2CCCC2)cc1 (configuration not stated)	-6	-7	3	1	-1	-4	-0.2	3	-1	-9
CCC(=O)OCn1nnc2ccccc2c1=O	1	-1	-1	5	8	0	0.6	3	-1	-2
Nc1ccccc1C#CCCCCO	0	-5	-14	9	5	1	0.1	1	-1	-2
O=C(C[N+]1(CC#Cc2ccccc2)CCCCC1)c1ccc(Cl)cc1	-7	4	0	-4	7	-4	0.5	-2	0	-1
COc1ccccc1NS(=O)(=O)c1ccc(C(=O)NCC2(N(C)C)CCCCC2)cc1	-6	4	-8	-12	-12	-1	0.2	-1	-2	0
O=C1CC(C(=O)N2CCOCC2)C2(CCCCC2)O1 (configuration not stated)	-4	2	8	3	-5	-4	-0.1	0	0	4
COc1ccc(-n2cnc3cc([N+](=O)[O-])ccc32)cc1	-2	4	-10	-1	-18	2	-0.4	1	-2	7
O=[N+]([O-])c1ccccc1Oc1ncccc1[N+](=O)[O-]	3	-1	7	-6	4	-3	0.3	5	-1	-2
CC(=O)c1ccc(N(C(=O)CNC(=O)c2ccco2)C(C(=O)NC2CCCC2)c2ccco2)cc1 (configuration not stated)	1	-1	-3	0	12	4	0.2	0	-1	-7

For convenience, some entries already given:
SMILES	Tn7 DDE FP	DDE Tn6 FP inh	ASAP1 inh	HGIII-sPLA2 inh	ARFGAP1 inhibitor	NR1D1 modulator	KLK7 zymogen act	PLCg1 inh	UHRF1 binding	PLC-beta3 inh
O=[N+]([O-])c1ccccc1Oc1ncccc1[N+](=O)[O-]	3	-1	7	-6	4	-3	0.3	5	-1	-2
CC(=O)c1ccc(N(C(=O)CNC(=O)c2ccco2)C(C(=O)NC2CCCC2)c2ccco2)cc1 (configuration not stated)	1	-1	-3	0	12	4	0.2	0	-1	-7

(next part)
SMILES	Tn7 DDE FP	DDE Tn6 FP inh	ASAP1 inh	HGIII-sPLA2 inh	ARFGAP1 inhibitor	NR1D1 modulator	KLK7 zymogen act	PLCg1 inh	UHRF1 binding	PLC-beta3 inh
CCOC(=O)C1CCN(c2nc3ccccc3nc2C(C#N)C(=O)OC(C)C)CC1 (configuration not stated)	-1	2	10	2	-1	1	0.4	-8	-1	-6
Cc1c(C(=O)Nc2cccc([N+](=O)[O-])c2)csc1-c1ccccc1	4	5	9	-3	9	1	0.2	2	1	2
O=C(/C=C/Nc1ccccc1O)c1ccco1	0	2	5	2	5	9	0.1	-20	-3	-29
Nc1nonc1-n1nnc(C(=O)N/N=C/c2ccncc2)c1-c1cccs1	3	-2	24	1	-1	-1	-0.8	1	3	-13
Cc1cccc(NC(=O)c2cc(NC(=O)C3CC=CCC3C(=O)O)ccc2N2CCOCC2)c1 (configuration not stated)	-7	1	0	-5	-9	0	-0.3	-25	1	-36
O=C1c2nccnc2C(=O)N1c1ccc(C(F)(F)F)cc1	2	5	-3	-2	-2	-3	-0.6	1	2	-7
O=C(CCN1C(=O)c2ccccc2C1=O)Nc1ccc(S(=O)(=O)NC2=NCCCCC2)cc1	-4	-6	2	3	-1	7	0.6	4	2	0
Cc1ccc(S(=O)(=O)N2C[C@@H](C)[C@]3(C2)[C@H](O)[C@H](OC(=O)NC2CC2)C[C@H]2C(=O)N(c4ccccc4)C(=O)[C@H]23)cc1	-3	-7	11	-7	13	4	0.1	1	-1	2
O=C(/C=C/c1cccc(Cl)c1)c1nc2ccccc2[nH]1	-7	-6	6	-6	0	0	-12	-26	-3	-30
COc1ccc(/C=N/n2cnnc2SCc2ccccc2)cc1	2	-1	-14	-15	-3	-5	0.0	3	0	1
COC(=O)[C@]12C[C@H](CC(=O)NCCC(C)C)C(=O)N(Cc3ccccc3)C1=C[C@H](C1CCCC1)O[C@@H]2C	5	0	3	7	-5	-5	0.4	0	1	2
Cc1cc(-n2c(C)cc(C(=O)CSc3ccc4c(c3)OCCO4)c2C)no1	-12	-10	1	-9	9	2	0.4	3	4	0
C=CCOC(=O)C1=C(C)OC(N)=C(C#N)C1c1ccoc1 (configuration not stated)	-4	3	-4	-15	-4	-2	0.7	-18	-3	-32
CCCCn1c(N)c(N(CC)C(=O)CSCc2ccc(C)cc2)c(=O)[nH]c1=O	-6	7	10	-2	4	-4	-0.3	0	3	-5
CCC1Oc2ccccc2N(CC(=O)NCc2ccco2)C1=O (configuration not stated)	-8	-3	-1	-1	13	0	-0.2	1	0	-6
FC(F)(F)c1ccc(CN2CCCCCC2)cc1	-1	7	-15	10	-1	-3	0.3	1	2	3
Cc1ccccc1NS(=O)(=O)c1cc(C(=O)NCc2ccncc2)ccc1Cl	-2	-6	-8	-2	11	3	-0.3	1	0	-9
CCOC(=O)C1CCN(C(=O)c2cccc(Cl)c2)CC1	6	7	1	1	4	3	1.0	-1	1	0
O=C(Nc1ccc2oc(-c3cccc4ccccc34)nc2c1)c1ncn[nH]1	-3	0	8	-27	-9	-2	-15	-67	4	-74
COC(=O)C1CCN(C(=O)c2cc(S(=O)(=O)N3CCCCC3)ccc2Cl)CC1	-5	4	4	1	7	3	0.1	2	3	2
O=[N+]([O-])c1ccccc1S(=O)(=O)N/C(=N/S(=O)(=O)c1ccccc1)c1ccccc1	3	-1	2	-6	8	-1	0.2	0	6	3
O=C1Cc2ccccc2C(=O)N1Cc1ccccc1	0	-1	-3	-9	1	0	-0.1	-10	-7	-14
CCOC(=O)c1sc(NC(=O)/C=C/c2ccccc2)nc1C	-5	-7	0	-2	0	-3	-0.1	3	-4	0
COC(=O)c1ccc(NC(=S)NC(=O)c2cccnc2)cc1	6	8	21	21*	4	-3	0.1	0	4	-7
N#CC1=C(N)C(C#N)(C#N)[C@H](c2ccsc2)[C@H]2COCC=C12	5	5	5	-13	-6	5	7.4	-66	-8	-102
CC(C)Oc1ccc(S(=O)(=O)N2CCOCC2)cc1NC(=O)CC1CC2CCC1C2 (configuration not stated)	7	2	-2	8	3	1	-0.2	1	1	-2
CC(=O)c1sc(NC(C)c2ccccc2)nc1C (configuration not stated)	-1	1	-4	-6	-16	-3	-0.7	1	0	-6
C#CCNC(=O)C1=C[C@@H](c2ccc(C#C)cc2)[C@H](CCCO)[C@@H](OCC)O1	1	-4	1	3	2	7	-0.4	2	4	-2
Cc1ccc(OCC(=O)N2CC3(C)CC2CC(C)(C)C3)cc1 (configuration not stated)	5	3	-6	-2	-4	5	0.0	1	1	1
O=C(O)c1cc2c(s1)-c1ccccc1CC2	8	-1	-8	7	-9	-1	5.1	-48	2	-47
CCN(CC(=O)NCc1cccs1)C(=O)/C=C/c1cccc(Cl)c1Cl	-3	0	3	-5	-6	-3	0.3	4	4	0
CCCCNC(=O)C1(C)CCCCN1C(=O)c1c(Cl)cccc1Cl (configuration not stated)	3	-7	10	8	-10	1	0.6	1	2	1
O=C(c1ccc(-n2cccc2)cc1)N1CCOCC1	9	-5	1	5	-5	3	-1.0	0	4	-2
COC(=O)NNC(=O)c1ccc(Cl)cc1Cl	-6	5	-8	0	4	-4	-0.4	4	3	1
COc1ccc(CNC(=O)CC(C)c2ccccc2)cc1 (configuration not stated)	-2	-1	-1	5	2	-3	-0.4	0	3	-5
CN(C)c1nc(N)nc(Nc2ccccc2C#N)n1	-2	-6	-3	10	4	4	0.2	4	1	1
Cc1nc(C)c(-c2csc(Nc3ccc(C(=O)O)c(O)c3)n2)s1	5	-9	8	6	2	0	-0.1	-15	5	-23
COc1ccc(C)cc1S(=O)(=O)N1CCCC(N2CCN(c3ccccc3)CC2)C1 (configuration not stated)	2	5	2	-12	7	-5	0.7	4	0	4
COc1ccc(CNC(=O)C(=O)NCC2CCCN2S(=O)(=O)c2ccccc2)cc1 (configuration not stated)	-1	1	-15	-10	3	3	0.6	4	-1	-4
CCOn1c(=O)c(-c2ccc(Br)cc2)[n+]([O-])c2ccccc21	-1	2	0	-1	7	2	0.8	-6	0	-14
Cc1cc(-c2nc3ncccc3o2)ccc1N	2	-2	0	5	-2	2	40*	i	-15	i
CCc1cc2c(CN(C)Cc3ccccc3F)cc(=O)oc2cc1O	-6	0	-2	-10	10	-5	-119	i	5	i
CN1C(=O)[C@H]2[C@@H](C3CC3)N3C(=O)CN(CCO)C(=O)[C@@]3(Cc3ccccc3)[C@H]2C1=O	-1	7	15	-8	-10	2	-0.5	1	-1	2
Cc1ccccc1N1C(=O)c2cccc3cccc(c23)C1=O	-1	-1	1	3	10	-5	-0.2	1	-4	-8
O=C(Cc1sc(-c2ccccc2Cl)nc1-c1ccccc1)Nc1ccccc1	3	-9	-1	1	5	9	0.1	1	1	1
Cc1nn(C)cc1C(=O)Nc1ccc2c(c1)OCCO2	8	0	-13	1	1	-3	-0.4	0	-1	-5

As entered above:
In PLC-beta3 inh, O=[N+]([O-])c1ccccc1S(=O)(=O)N/C(=N/S(=O)(=O)c1ccccc1)c1ccccc1 is entered as 3
In ARFGAP1 inhibitor, CCOc1ccc(N(C)C(=O)CCc2nnc3ccc(N4CCC5(CC4)OCCO5)nn23)cc1 is entered as -3
In HGIII-sPLA2 inh, O=C(/C=C/Nc1ccccc1O)c1ccco1 is entered as 2
In KLK7 zymogen act, CN1C(=O)[C@H]2[C@@H](C3CC3)N3C(=O)CN(CCO)C(=O)[C@@]3(Cc3ccccc3)[C@H]2C1=O is entered as -0.5
In KLK7 zymogen act, C=CCOC(=O)C1=C(C)OC(N)=C(C#N)C1c1ccoc1 (configuration not stated) is entered as 0.7
